Compound activity from PubChem.
Yeast growth inh: reduces growth of yeast BB579 in restrictive medium; S. cerevisiae BB579 growth, OD615, 48 h; inhibition, % at 10 µM; hit rate 0.51% among 140,000;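 active = inhibition above a set limit, 3 SD over the mean compound inhibition, cut at about 44% in these data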; also: inactives centre near -24
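controls = amphotericin B 10 µg/mL, positive | assay system = DeaD yeast strain BB579 | schedule = 48 h compound exposure at 30 °C after 4 h preincubation | detection = OD615 turbidity measurement | medium = restrictive CSMM-D medium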
Yeast life ext: extends the lifespan of yeast; S. cerevisiae growth with nicotinamide, OD615; deaD strain in restrictive glucose medium; inhibition of the nicotinamide effect, % at 10 µM; hit rate 0.68% among 130,000;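 active = inhibition above a set limit, placed 3 SD over the median of all compounds, cut at about 26% in these data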;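 also: 0% = nicotinamide-treated wells and 100% = cells grown without nicotinamide; some compounds called inactive have numbers as strong as hits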
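Measured by: optical density (absorbance) at 615 nm; System: modified budding yeast, DeaD strain; Medium: restrictive CSMM-D dextrose medium; Timing: 4 h preincubation then 48 h treatment at 30 °C.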
Phagocyt inh: macrophage phagocytosis inhibition | J774A.1 macrophage IgG-bead phagocytosis, imaging | inhibition, % at 5 µM | hit rate 0.07% among 110,000 | AID 1029;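 active = inhibition above the mean of the plate negative controls plus 5 SD, cut at about 13% in these data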;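 also: phagocytic index as fraction of beads internalized from green versus red external bead signal; plate controls were DMSO negative control for no effect and cytochalasin-D positive control for full effect; some results beyond the cut were filed as inactive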
GALR2 blocker: blocks the human galanin receptor 2 | O43603 | GALR2-expressing cells, antagonist mode | inhibition, % at 4 µM | hit rate 0.39% among 140,000; in the data active = inhibition above about 27%;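 also: cells stimulated with galanin 1-16 at roughly its EC80; 0% = agonist challenge control and 100% = basal control without agonist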
Target sequence (O43603 whole entry, looked up): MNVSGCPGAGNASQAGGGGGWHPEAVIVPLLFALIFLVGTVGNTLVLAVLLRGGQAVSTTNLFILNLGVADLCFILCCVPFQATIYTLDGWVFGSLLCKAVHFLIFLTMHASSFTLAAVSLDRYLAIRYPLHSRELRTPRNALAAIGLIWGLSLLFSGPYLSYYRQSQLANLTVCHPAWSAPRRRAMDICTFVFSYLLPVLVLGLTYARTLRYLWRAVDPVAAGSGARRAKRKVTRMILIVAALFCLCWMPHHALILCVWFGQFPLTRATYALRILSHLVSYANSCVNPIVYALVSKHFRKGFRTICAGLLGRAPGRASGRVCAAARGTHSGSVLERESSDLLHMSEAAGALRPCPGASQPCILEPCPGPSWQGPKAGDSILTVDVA
NPY Y2 blocker: blocks the human neuropeptide Y Y2 receptor | NPY-Y2 expressing cells, antagonist mode | hit rate 0.99% among 140,000 | inhibition, % at 2.7 µM | AID 793 | P49146; in the data active = inhibition above about 17%;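 also: 0% = vehicle with agonist challenge and 100% = reference antagonist with challenge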
Target sequence (P49146 whole entry, looked up): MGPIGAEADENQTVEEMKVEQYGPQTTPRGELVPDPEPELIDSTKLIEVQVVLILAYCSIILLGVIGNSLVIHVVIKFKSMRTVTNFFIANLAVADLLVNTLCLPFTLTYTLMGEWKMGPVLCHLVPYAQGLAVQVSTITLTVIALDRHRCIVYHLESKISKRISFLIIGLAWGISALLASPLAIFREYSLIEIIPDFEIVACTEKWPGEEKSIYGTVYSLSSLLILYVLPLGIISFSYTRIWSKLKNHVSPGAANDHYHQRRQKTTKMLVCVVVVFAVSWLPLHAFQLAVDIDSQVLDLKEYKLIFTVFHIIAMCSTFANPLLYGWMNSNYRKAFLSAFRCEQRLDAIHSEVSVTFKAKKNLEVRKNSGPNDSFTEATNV
HCT116 bCat-KO: beta-catenin-lacking colon tumor cell growth suppression; HCT116 beta-catenin knockout viability, CellTiter-Glo, 60 h; hits give low values; viability, % at 10 µM; hit rate 1.5% among 140,000; AID 818;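 active = viability at or under a set limit, the compound median less 4 SD, cut at about 6% in these data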;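 also: 0% = Hyamine 1622 control at 20 µM and 100% = untreated cell control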
E-sel TNF inh: blocks E-selectin expression induced by TNF alpha; HUVEC TNFa-induced E-selectin immunofluorescence, high content; inhibition, % at 2 µM; hit rate 0.71% among 120,000;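 active = inhibition above the batch mean plus 3 SD, and confirmed as a hit on visual image review, cut at about 43% in these data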;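 also: 0% = TNF-stimulated DMSO wells and 100% = unstimulated control wells; not every result past the cut was called active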
PTEN del growth: growth suppressors of cells with PTEN tumor suppressor deletion; HCT116 PTEN-null viability, CellTiter-Glo, 60 h; hits give low values; viability, % at 10 µM; hit rate 1.2% among 140,000; AID 827;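 active = viability at or below a set limit, 4 SD under the median of all tested compounds, cut at about 3.7% in these data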;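 also: PTEN knockout HCT116 line with beta catenin targeted HCT116 as companion control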
MRP1 act: MRP-1 activation | hit rate 0.61% among 140,000 | viability increase, % at 10 µM | AID 799 | H69AR cells + doxorubicin, viability rescue, CellTiter-Glo;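 active = viability gain under doxorubicin at or above a set limit, the compound median plus 3 SD, cut at about 4.7% in these data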;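 also: MRP-1 overexpressing cells given doxorubicin 25 µM after compound pretreatment; 18-22 h compound pretreatment then 72 h with doxorubicin before readout; 0% = doxorubicin-only wells and 100% = vehicle-treated cells without doxorubicin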
Measles CPE: protection of cells from measles virus | Measles virus-infected cells, CPE protection, absorbance | protection (pct of control), % at 4 µM | hit rate 1.5% among 140,000 | AID 841; in the data active = protection mostly above about 24%, no sharp cut-off; inactive = mostly below about 26%; also: some compounds called inactive have numbers as strong as hits
* = called active by the depositor; / = no result given.

SMILES	Yeast growth inh	Yeast life ext	Phagocyt inh	GALR2 blocker	NPY Y2 blocker	HCT116 bCat-KO	E-sel TNF inh	PTEN del growth	MRP1 act	Measles CPE
O=C(OCCN1C(=O)c2ccccc2C1=O)c1cnccn1	-27	-3	0	1	0	104	/	100	0.8	10
CCn1nnnc1SCC(=O)Nc1ccc2c(c1)OCCO2	-9	/	/	5	2	88	-4	95	-3.5	12
O=C1CCN(C(=O)c2cccs2)c2ccccc21	-49	0	0	5	-2	93	21	96	-1.2	19
COc1ccc(CC(=O)Nc2ccc(S(=O)(=O)Nc3ncccn3)cc2)cc1	-66	-3	/	7	6	91	-28	101	-0.2	13
CCCCN(CCCC)C1=Nc2ccccc2N/C1=C(/C#N)C(=O)OCC	-34	1	0	4	4	69	-9	64	-3.5	10
COc1ccccc1CCNS(=O)(=O)c1c(C)n(C)c(=O)n(C)c1=O	-47	-7	0	3	2	97	/	96	-0.5	6
CCOC(=O)c1oc2cc(OCC(N)=O)ccc2c(=O)c1-c1ccc(OC)c(OC)c1	-32	-5	0	3	7	87	27	94	-1.1	9
C=CCNC(=S)NNC(=O)c1ccccc1	-11	-2	0	5	5	93	-25	100	0.8	13
O=C(NCCc1ccc(Cl)cc1)C1CCN(S(=O)(=O)N2CCC3(CC2)OCCO3)CC1	-13	-32	0	-3	2	88	-17	74	-0.3	4
O=C(c1cc2sccc2n1Cc1ccccc1)N1CCN(c2nc3ccccc3s2)CC1	-50	-13	/	9	8	15	9	16	2.7	15
COc1cc(Cl)ccc1NC(=S)N(CCCN1CCOCC1)Cc1cn(C)c2ccccc12	-17	-6	-6	6	4	65	2	54	-4.6	10
CC(=O)Nc1nonc1NC(=O)CSc1nc2ccccc2o1	4	-14	0	-3	0	98	/	80	-0.5	6
COc1cc(Cl)c(S(=O)(=O)NCCN2CCOCC2)cc1Cl	-47	-6	/	-4	-1	92	-2	107	-0.9	2
CSc1ccccc1C(=O)Nc1cccc(C)c1	-20	-9	0	-9	3	96	8	97	-0.1	5
Cc1ccc(-c2csc3ncnc(SCC(=O)c4ccc5c(c4)OCCO5)c23)cc1	-38	-13	-3	-1	3	84	-74	80	-1.5	7
CCOC(=O)C1=C(N)N2C(=O)C(C)SC2=C(C(=O)OC)C1c1cccc(OC)c1 (centres undefined)	-4	-2	/	-13	10	90	17	93	-0.2	3
COc1cc(/C=C2/SC(=NCc3ccccc3)N(Cc3ccccc3)C2=O)ccc1O	-17	-15	-1	-2	-2	102	-14	88	3.0	1
Cc1ccc(OCC(=O)N2CCc3ccccc32)cc1	-33	-1	6	-6	1	87	/	92	0.4	7
CCCn1c(=O)c2ccccc2n2c(SCCOc3ccc(C)cc3)nnc12	-24	-3	1	10	20*	77	-17	83	-3.0	5
O=C1c2cccc3cccc(c23)C(=O)N1c1nncs1	-3	-25	0	7	1	91	/	99	0.8	24
CCC(CC)n1[nH]c(=O)c2c(C)cc(C)nc21	-2	-17	0	4	2	95	-22	97	-2.1	34
Cc1ccc(NP(=O)(c2ccc(N(C)C)cc2NC(=O)c2cccs2)N2CCOCC2)cc1Cl (centres undefined)	-13	-6	-3	-5	3	75	9	70	-2.0	14
CCOC(=O)c1[nH]c(C)c(C(=O)NCC2CCCO2)c1C (centres undefined)	12	-7	3	-2	4	100	9	103	-2.4	2
Cc1c(N=c2c(=O)c3ccccc3c2=O)c(=O)n(-c2ccccc2)n1C	-25	-5	/	/	/	96	/	109	-3.9	4
COc1ccc(C(=O)N2CCC(C(=O)Nc3ccccc3OC)CC2)cc1	-28	-13	0	-5	0	88	/	101	-1.3	20
SMILES	Yeast growth inh	Yeast life ext	Phagocyt inh	GALR2 blocker	NPY Y2 blocker	HCT116 bCat-KO	E-sel TNF inh	PTEN del growth	MRP1 act	Measles CPE
CCCCCC(=O)Nc1nnn(CCC)n1	-24	-6	1	-8	1	92	23	103	-1.7	10
COc1ccc(-c2cc(C(=O)Nc3cc(C)n(Cc4ccc(Cl)cc4)n3)no2)cc1OC	-8	4	1	2	-2	78	/	70	-1.1	6
C#CCn1c(=NC(=O)CN2C(=O)CCC2=O)sc2cc(S(N)(=O)=O)ccc21	-47	3	-11	8	3	96	/	93	0.9	3
C/C=C/c1ccc(OCC(=O)OCc2csc(Nc3ccc(C)cc3)n2)c(OC)c1	-9	-2	-2	-3	2	97	18	89	1.0	16
O=C(/C=C/c1ccccc1)c1cc(Br)ccc(=O)c1O	88*	-17	0	4	6	27	9	34	-2.6	7
COc1ccc(S(=O)(=O)N2CCC(C(=O)NCCc3ccccc3)CC2)cc1OC	-9	-2	-2	-5	0	94	5	108	-1.1	32
COc1ccc(-c2nnn(Cc3ccccc3F)n2)cc1	-33	/	/	-1	1	87	-17	92	2.0	17
Cc1ccnc(N2CCCC(C(=O)NCc3cccs3)C2)n1 (centres undefined)	-13	/	/	13	3	90	-25	94	-0.9	8
COC(=O)C1=C(C)N(c2ccc(S(N)(=O)=O)cc2)C(=O)C1	-26	-3	1	-9	4	93	10	92	-0.8	3
CCC1CCCCN1S(=O)(=O)c1ccc(C(=O)Nc2nnc(-c3cccs3)o2)cc1 (centres undefined)	-54	3	/	7	2	13	-22	11	-4.4	5
CCOc1ccc(OCc2cccc(C(=O)N3CCOCC3)c2)cc1	21	48	-1	-4	4	84	-2	84	-0.2	6
O=C(Nc1ccccc1Cl)C1C2CCC3C(CCC21)C3(Cl)Cl (centres undefined)	-16	2	-5	9	18*	92	/	87	-1.6	14
CCCn1c(NCCO)nc2ccccc21	-11	-3	-3	-12	2	92	16	95	-1.6	9
CC(=O)c1ccc(OCC(O)CN2CCN(CC(O)COc3ccc(C(C)=O)cc3)CC2)cc1 (centres undefined)	-34	/	/	-8	5	87	-11	87	-3.2	6
O=C(Nc1ccccc1)c1ccccc1CC[N+](=O)[O-]	-5	-20	/	5	3	104	-9	98	1.9	13
NC(=O)c1ccc(NC(=O)COC(=O)CCCN2C(=O)c3cccc4cccc(c34)C2=O)cc1	-25	1	0	-1	2	84	-8	86	-1.8	8
Cc1nn(-c2ccccc2)c(Cl)c1C(=O)Nc1ccccc1	-39	-26	/	8	4	85	-54	83	1.9	5
COc1ccc(CN2C(=O)CCC2(C)C(=O)NC2CCCC2)c(OC)c1 (centres undefined)	1	2	/	2	0	93	-12	89	-1.3	15
Cc1ccc(-c2nnn(CC(=O)N(c3ccccc3)C(C(=O)NCC3CCCO3)c3ccc(Cl)cc3)n2)cc1 (centres undefined)	-20	-7	/	-6	3	81	-12	80	1.0	16
Cn1c(/C(C#N)=C(\O)c2ccc(S(=O)(=O)N3CCCCC3)cc2)nc2ccccc21	-9	-4	/	-5	1	46	/	60	-1.5	2
Cc1onc(-c2ccccc2)c1C(=O)Nc1nc2c(s1)C(=O)CC(C)(C)C2	-43	-6	-1	9	0	84	-33	89	2.2	5
Cc1ccc(S(=O)(=O)c2nc(Nc3ccccc3C#N)sc2Cl)cc1	-35	1	7	4	8	92	-5	85	-0.4	3
O=C1Nc2ccccc2C12Nc1ccccc1-c1nc3ccccc3n12 (centres undefined)	-30	-7	/	7	-1	68	1	67	-4.6	6
O=c1cc(N2CCOCC2)[nH]c(=O)n1-c1ccc(Br)cc1	-33	-4	0	1	0	100	33	103	-1.8	0
O=C(O)CCC(=O)N1CCC(C(=O)c2cccc(Cl)c2)CC1	-6	3	0	9	2	94	17	90	-0.2	5
CCSC1(SCC)N=C(N)C2(C#N)C(c3ccccc3)NC(C)=C(C)C12C#N (centres undefined)	-34	-11	0	-1	-2	90	-5	106	-1.0	9
COC(=O)c1sc(NC(=O)CSc2nnnn2-c2ccc(C)cc2C)nc1C	-19	-5	0	-20	1	92	-18	93	-5.2	5
O=C1OCCN1C(=O)[C@H]1[C@H](c2ccc([N+](=O)[O-])cc2)C(c2cccc(Cl)c2)=NN1c1ccccc1	-7	6	/	-7	-1	74	-29	59	-2.0	19
O=C(CSc1ncn[nH]1)Nc1c(F)cc(F)cc1Br	-7	-22	-2	-8	2	110	-9	93	-1.3	5

Two entries from above, field by field:
> CCOc1ccc(OCc2cccc(C(=O)N3CCOCC3)c2)cc1
  Yeast growth inh: 21	Yeast life ext: 48	Phagocyt inh: -1	GALR2 blocker: -4	NPY Y2 blocker: 4	HCT116 bCat-KO: 84	E-sel TNF inh: -2	PTEN del growth: 84	MRP1 act: -0.2	Measles CPE: 6
> O=C(CSc1ncn[nH]1)Nc1c(F)cc(F)cc1Br
  Yeast growth inh: -7	Yeast life ext: -22	Phagocyt inh: -2	GALR2 blocker: -8	NPY Y2 blocker: 2	HCT116 bCat-KO: 110	E-sel TNF inh: -9	PTEN del growth: 93	MRP1 act: -1.3	Measles CPE: 5

Sorted by SMILES length (lowest first): some entries from above.
SMILES	Yeast growth inh	Yeast life ext	Phagocyt inh	GALR2 blocker	NPY Y2 blocker	HCT116 bCat-KO	E-sel TNF inh	PTEN del growth	MRP1 act	Measles CPE
CCCn1c(NCCO)nc2ccccc21	-11	-3	-3	-12	2	92	16	95	-1.6	9
CCCCCC(=O)Nc1nnn(CCC)n1	-24	-6	1	-8	1	92	23	103	-1.7	10
COc1ccc(-c2nnn(Cc3ccccc3F)n2)cc1	-33	/	/	-1	1	87	-17	92	2.0	17
Cc1ccnc(N2CCCC(C(=O)NCc3cccs3)C2)n1 (centres undefined)	-13	/	/	13	3	90	-25	94	-0.9	8
O=C(Nc1ccccc1)c1ccccc1CC[N+](=O)[O-]	-5	-20	/	5	3	104	-9	98	1.9	13
CCOc1ccc(OCc2cccc(C(=O)N3CCOCC3)c2)cc1	21	48	-1	-4	4	84	-2	84	-0.2	6
O=C(O)CCC(=O)N1CCC(C(=O)c2cccc(Cl)c2)CC1	-6	3	0	9	2	94	17	90	-0.2	5
COC(=O)C1=C(C)N(c2ccc(S(N)(=O)=O)cc2)C(=O)C1	-26	-3	1	-9	4	93	10	92	-0.8	3
COC(=O)c1sc(NC(=O)CSc2nnnn2-c2ccc(C)cc2C)nc1C	-19	-5	0	-20	1	92	-18	93	-5.2	5
COc1ccc(S(=O)(=O)N2CCC(C(=O)NCCc3ccccc3)CC2)cc1OC	-9	-2	-2	-5	0	94	5	108	-1.1	32
CCSC1(SCC)N=C(N)C2(C#N)C(c3ccccc3)NC(C)=C(C)C12C#N (centres undefined)	-34	-11	0	-1	-2	90	-5	106	-1.0	9
CCC1CCCCN1S(=O)(=O)c1ccc(C(=O)Nc2nnc(-c3cccs3)o2)cc1 (centres undefined)	-54	3	/	7	2	13	-22	11	-4.4	5
COc1ccc(-c2cc(C(=O)Nc3cc(C)n(Cc4ccc(Cl)cc4)n3)no2)cc1OC	-8	4	1	2	-2	78	/	70	-1.1	6
CC(=O)c1ccc(OCC(O)CN2CCN(CC(O)COc3ccc(C(C)=O)cc3)CC2)cc1 (centres undefined)	-34	/	/	-8	5	87	-11	87	-3.2	6

Random draw from the library; about 6.1% have a hit in one of these screens.
